HEK293 tox = cytotoxic in the GLP-1 receptor inverse agonist counter-screen; HEK293 cAMP-luciferase reporter cells, luminescence, 24 h; Potency, µM (titrated, usually from 38.3 µM), for inactives: at the highest dose activity change, negative = inhibition, actives largely listed as inhibitors; 410,000 compounds, 0.13% hits; AID 624418;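 note: loss of luciferase light is scored as toxicity; potency is the fitted concentration of half-maximal effect; % is set by controls: 0 for no effect and ±100 for the full control effect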
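MLSMR compounds, 24 hr on cells at 37 deg C/5% CO2; luminescence after luciferase reagent (12 min RT). Inhibition counted as the undesired cytotoxic outcome.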
Abeta yeast res = compounds reversing amyloid beta toxicity in yeast. AID 1347071. Potency, µM (titrated, usually from 46.1 µM), inactives show top-dose growth rescue, most hits filed as activators. 410,000 compounds, 0.063% hits. yeast expressing A-beta42, growth rescue, OD600, 48 h; response scale: 0% DMSO, 100% iron-clioquinol control; note: potency is the fitted concentration of half-maximal effect; nearly all actives have a fitted effect of over 55% in size
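Yeast growth medium received pinned compounds, then yeast cells expressing toxic A-beta were added; plates incubated at 30 C for 48 hr. Growth read as absorbance at 600 nm, normalized to DMSO and equimolar FeCl3 plus clioquinol controls.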
pAkt inh = inhibitors of Akt phosphorylation; Neuro2A IGF-stimulated pAkt S473 HTRF, 20 min; hits give low values; activity change, % for hits at 50 µM; 360,000 compounds, 0.32% hits; AID 651550; in the data active = activity change below about -80%; inconclusive = mostly about -51% to -80%; note: % is set by controls: 0 for no effect and ±100 for the full control effect
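Neuro2A cells in DMEM with 0.5% FBS, overnight at 37 deg C, given compound at single 50 µM final, then IGF (6 nM final) for 20 min at 37 deg C. Lysed; phospho-Akt Ser473 by HTRF after 24 h, 665/615 ratio.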
FUS suppressor = suppressors of FUS proteinopathy in yeast. S. cerevisiae FUS-expressing, growth rescue, OD600, 24 h. Potency, µM (doses to about 76.6 µM), for the others: at the top dose growth rescue (activation), actives largely listed as activators. 390,000 compounds, 0.24% hits;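 note: potency is the fitted concentration of half-maximal effect; plate controls were DMSO vehicle for no effect and reference control for full effect; nearly all actives have a fitted effect of over 55% in size; some results filed as inactive show a strong effect at the top dose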
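Yeast expressing FUS under galactose induction, OD 0.005 in 2% galactose medium; compounds in a dilution series, 24 h at 30C. Growth rescue by absorbance at 600 nm; CP55940 positive control, DMSO negative.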
aSyn yeast inh = alpha-synuclein toxicity inhibition in yeast. Potency, µM (series often up to 46.1 µM), inactives show at the top dose growth rescue (activation), hits mostly activators. AID 652106. 370,000 compounds, 0.14% hits. Yeast expressing alpha-synuclein, growth rescue, BacTiter-Glo, 24 h; note: potency is the fitted concentration of half-maximal effect; % of control where 0% means no effect; nearly all actives have a fitted effect of over 65% in size
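Galactose-induced alpha-syn yeast (OD600=0.02, raffinose-pregrown) + pinned cpd, 24 hr, 30 deg C; growth by BacTiter-Glo luminescence. Growth restoration scores as activation.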
Mm-Cpn inhibitor = blocks the Methanococcus maripaludis chaperonin Mm-Cpn. 330,000 compounds, 0.031% hits. Potency, µM (highest dose often 76.9 µM), for the others: at the top dose activity, negative = inhibition, most hits filed as inhibitors. AID 504842. purified Mm-Cpn ATPase, ADP Transcreener TR-FRET; note: potency is the fitted concentration of half-maximal effect; % is set by controls: 0 for no effect and ±100 for the full control effect; nearly all actives have a fitted effect of over 80% in size
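ATPase read-out: TR-FRET ADP immunoassay (anti-ADP Eu cryptate vs ADP-d2), ex 320 nm, em 590/665 nm; signal drops as ADP forms. Enzyme 25 nM, ATP 10 uM, 30 min at 37°C after 10 min compound preincubation.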
PTHR1 agonist = agonists of human PTHR1 parathyroid hormone receptor; Q03431; HEK293 GP2 PTHR1 cells, GloSensor cAMP luminescence, 1 h; Potency, µM (top dose mostly 115 µM), for the others: at the top dose activation, usual class: activators; 410,000 compounds, 0.075% hits; note: potency is the fitted concentration of half-maximal effect; nearly all actives have a fitted effect of over 55% in size; some results filed as inactive show a strong effect at the top dose; inactives centre near -15; many of its hits are not listed in these tables
Target sequence (Q03431 whole entry, looked up): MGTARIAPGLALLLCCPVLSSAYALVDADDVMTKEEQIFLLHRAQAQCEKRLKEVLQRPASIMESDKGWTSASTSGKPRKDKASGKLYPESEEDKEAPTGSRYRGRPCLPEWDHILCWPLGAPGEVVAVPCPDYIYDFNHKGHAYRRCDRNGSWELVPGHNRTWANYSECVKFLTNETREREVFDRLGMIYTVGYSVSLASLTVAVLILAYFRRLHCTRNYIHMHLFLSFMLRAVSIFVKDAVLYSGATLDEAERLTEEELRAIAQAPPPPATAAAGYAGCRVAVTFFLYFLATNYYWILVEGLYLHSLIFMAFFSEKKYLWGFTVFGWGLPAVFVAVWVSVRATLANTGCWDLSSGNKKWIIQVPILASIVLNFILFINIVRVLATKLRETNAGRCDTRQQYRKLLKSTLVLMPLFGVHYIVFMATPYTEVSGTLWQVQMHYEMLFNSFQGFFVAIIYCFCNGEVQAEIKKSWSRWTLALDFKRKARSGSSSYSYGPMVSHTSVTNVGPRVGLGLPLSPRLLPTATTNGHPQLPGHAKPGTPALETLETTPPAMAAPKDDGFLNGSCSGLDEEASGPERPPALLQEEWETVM
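HEK-293-derived GP2 cells expressing PTHR1 and a GloSensor cAMP reporter, 3,000/well, plated overnight, given luciferin plus IBMX (each 0.5 mM as added) for 1 h at 37 °C, then compound for 1 h at 37 °C. Luminescence was read after 15 min at room temperature.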
TDP-43 yeast inh = rescues yeast growth from TDP-43 toxicity; TDP-43 expressing yeast growth rescue, BacTiter-Glo, 24 h; Potency, µM (doses to about 46.1 µM), for inactives: top-dose growth rescue (activation), usual class: activators; 410,000 compounds, 1.8% hits; AID 652104; note: potency is the fitted concentration of half-maximal effect; % of control where 0% means no effect; nearly all actives have a fitted effect of over 50% in size
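Galactose-induced TDP-43 yeast, OD600=0.02, compound pinned; 24 hr, 30 deg C; BacTiter-Glo luminescence for growth. Inhibitors of TDP-43 toxicity read as activators.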
GLP1R inv ag = acts as inverse agonist at human GLP-1 receptor; 410,000 compounds, 1.6% hits; AID 624417; Potency, µM (titrated, usually from 38.3 µM), inactives show at the top dose activity change, negative = inhibition, actives largely listed as inhibitors; HEK293 GLP-1R CRE-luciferase, luminescence, 24 h; GLP-1R form is constitutively active; P43220; note: potency is the fitted concentration of half-maximal effect; % is set by controls: 0 for no effect and ±100 for the full control effect; nearly all actives have a fitted effect of over 55% in size
Target sequence (P43220 whole entry, looked up): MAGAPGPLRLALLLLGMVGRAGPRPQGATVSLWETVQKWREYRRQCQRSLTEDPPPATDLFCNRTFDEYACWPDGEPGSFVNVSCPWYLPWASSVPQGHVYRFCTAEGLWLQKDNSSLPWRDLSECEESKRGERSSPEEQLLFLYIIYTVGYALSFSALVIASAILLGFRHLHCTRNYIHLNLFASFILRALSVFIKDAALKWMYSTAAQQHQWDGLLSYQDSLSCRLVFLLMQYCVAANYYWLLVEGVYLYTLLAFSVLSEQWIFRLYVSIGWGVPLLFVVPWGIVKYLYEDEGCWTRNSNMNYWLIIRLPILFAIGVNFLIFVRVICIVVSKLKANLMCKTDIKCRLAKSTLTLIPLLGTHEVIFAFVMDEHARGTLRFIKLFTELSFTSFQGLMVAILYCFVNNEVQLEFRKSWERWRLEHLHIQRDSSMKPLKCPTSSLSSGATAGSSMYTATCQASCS
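Assay principle: reduced luminescence from a cAMP-responsive reporter in HEK293 cells co-expressing a constitutively active GLP-1R. Conditions: 24 hr compound incubation, 37 deg C, 5% CO2.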
An asterisk follows results filed as active; i = inactive; ? = inconclusive; . = no result given; [ ] = another dose, or the depositor's remark. Unless noted, calls come from the whole dose curve; as a rule, active = well fitted curve in the direction sought with a large enough effect; inconclusive = small, poorly fitted or top-dose-only effect, or another doubt; inactive = no such curve, though single readings can be large; an effect the other way counts as inactive or inconclusive.

[1] COC(=O)C1CCN(C(=O)COc2cc3sc(C)nc3c3sccc23)CC1
[2] CCOC(=O)/C(=C/c1ccc(OC(=O)c2ccccc2)cc1)C(C)=O
[3] Cc1cc(NC(=O)CSc2nc3ccccc3[nH]2)no1
[4] COc1ccc(-n2cnc3cc(C(=O)N4CCOCC4)ccc32)cc1
[5] COc1ccccc1N1CCN(C(=O)c2ccc(NC3=NC4CS(=O)(=O)CC4S3)cc2)CC1 (configuration not stated)
[6] COC(=O)[C@H](CCSC)NC(=O)Nc1ccc(S(N)(=O)=O)cc1
[7] O=C(Nc1cccc(F)c1)c1ccc(Br)o1
[8] CCOC(=O)COc1ccc(C(=O)Nc2cccc(Cl)c2C)cc1

assay / entry,1,2,3,4,5,6,7,8
HEK293 tox,-30%,-22%,6%,-5%,2%,1%,-7%,-10%
Abeta yeast res,-10%,-74%[inhibitor],17%,-3%,-8%,5%,5%,3%
pAkt inh,i,i,i,i,i,i,i,i
FUS suppressor,10%,.,0%,16%,12%,3%,-10%,4%
aSyn yeast inh,1%,-53%[inhibitor],-1%,-1%,0%,4%,-14%,-8%
Mm-Cpn inhibitor,-2%,3%,2%,0%,0%,1%,1%,0%
PTHR1 agonist,i,-24%,i,2%,-23%,-25%,-26%,-49%[inhibitor]
TDP-43 yeast inh,20µM*,?,11%,-13%,-3%,-20%,13%,3%
GLP1R inv ag,5%,5%,10%,1%,0%,0%,28%,2%

[9] CCOc1ccc(C(=O)Nc2ccc3oc(-c4cccc5ccccc45)nc3c2)cc1
[10] CC1CN(C(=O)N2CCC(C(=O)NCCCc3ccccc3)CC2)c2ccccc2O1 (configuration not stated)
[11] CC1CCCN(C(=O)c2cccc(S(=O)(=O)Nc3cc(C(F)(F)F)ccc3Cl)c2)C1 (configuration not stated)
[12] CCOc1ccc(N(CC(=O)NCCOc2ccc(C)cc2)S(=O)(=O)c2ccccc2)cc1
[13] COc1ccc(Cl)cc1NC(=O)CN(C)C(=O)CN1C(=O)NC(C)(c2ccc3ccccc3c2)C1=O (configuration not stated)
[14] Cc1c(C(=O)N2CCN(Cc3ccc4c(c3)OCO4)CC2)cccc1[N+](=O)[O-]
[15] CCOC(=O)N(C)c1c(CC)nc2c(OCc3ccc(Cl)cc3)cccn12
[16] O=C(CCCn1c(=O)[nH]c2ccccc2c1=O)Nc1ccc(F)cc1

assay / entry,9,10,11,12,13,14,15,16
HEK293 tox,-3%,6%,-25%,-29%,-6%,-26%,2%,5%[0.307 µM]
Abeta yeast res,15%,1%,-19%,-2%,30%,31%,-5%,-5%
pAkt inh,.,.,i,i,i,i,i,i
FUS suppressor,-5%,-15%,.,12%,?,2%,-1%,11%
aSyn yeast inh,.,.,7%,9%,7%[1.84 µM],0%,-11%,3%
Mm-Cpn inhibitor,.,.,0%,4%,.,-7%,.,1%
PTHR1 agonist,-19%,-13%,i,-19%,-2%,-27%,-9%,i
TDP-43 yeast inh,8%,16%,?,5%,17%,9%,?,16%
GLP1R inv ag,-2%,-7%,?,-14%,?,-1%,?,1%[0.307 µM]

[17] O=C(O)C1Cc2ccccc2-c2ccccc2C1
[18] COc1cc2c(cc1/C=C1/NC(=O)N(CC(=O)Nc3ccccc3)C1=O)OCO2
[19] CC(=O)c1ccc(OCc2nnn(CC(=O)NS(=O)(=O)c3ccc(C)cc3)c2-c2ccccc2)cc1
[20] Cc1c(C(=O)NCc2ccc(Cl)cc2)oc2ccc3c(c12)C(=O)CC(C)(C)O3
[21] O=C(Nc1nnc([C@@H]2C[C@H](O)[C@@H](CO)O2)s1)c1c(F)cccc1F
[22] c1ccc(OCCOCCSc2ncccn2)cc1
[23] COc1ccc(CN(C)C(=O)c2ccccc2OCc2c(C)noc2C)c(OC)c1
[24] CC(C)Cc1csc(NC(=O)c2ccc(Cl)cc2)c1C(=O)O

assay / entry,17,18,19,20,21,22,23,24
HEK293 tox,11%,-9%,8%,2%,1%,20%,-10%,-5%
Abeta yeast res,-56%[inhibitor],-15%,-10%,1%,-1%,7%,-8%,15%
pAkt inh,i,i,i,.,i,i,i,i
FUS suppressor,-20%,8%,19%,17%,-27%,.,15%,.
aSyn yeast inh,13%,-3%,2%,.,-1%,3%,10%[1.84 µM],0%
Mm-Cpn inhibitor,-2%,-5%,.,.,.,-1%,1%,0%
PTHR1 agonist,-22%,i,i,-40%[inhibitor],-23%,i,i,i
TDP-43 yeast inh,-23%,-18%,10%,15%,22%,10%,11%,7%
GLP1R inv ag,4%,-13%,13%,?,1%,-3%,-1%,-27%

[25] O=C(Nc1cccc(C(F)(F)F)c1)n1cc(-c2ccccn2)c(N2CCOCC2)n1
[26] O=C(NNC(=O)c1ccccc1OCc1ccccc1Cl)c1csc(N2CCOCC2)n1
[27] CC(=O)c1ccc(OC(=O)c2ccc(Br)o2)cc1
[28] COc1cc(NC(=O)c2ccc(-c3ccnn3C)c3ccoc23)cc(OC)c1OC
[29] Cc1ccc(OCCNC(=O)c2ccc(C)cc2)cc1
[30] S=C(Nc1ccccc1Cl)N(CCCN1CCOCC1)Cc1ccccn1
[31] Cc1ccccc1NC(=S)NNC(=O)c1csc2c1CCC(C)C2 (configuration not stated)
[32] CCOc1ccc(CNCCCSc2ncccn2)cc1OC

assay / entry,25,26,27,28,29,30,31,32
HEK293 tox,5%,?,12%,3%,3%,-9%,11%,-29%
Abeta yeast res,-5%,30%,10%,0%,-12%,-12%,17%,-15%
pAkt inh,i,i,i,i,i,i,i,i
FUS suppressor,-13%,9%,?,10%,-19%,23%,?,-1%
aSyn yeast inh,-21%,9%,5%,1%,19%,-7%,1%,2%
Mm-Cpn inhibitor,-1%,-17%,1%,.,2%,-2%,0%,2%
PTHR1 agonist,i,-6%,-4%,i,i,i,1%[57.5 µM],-2%
TDP-43 yeast inh,13%,?,8%,?,-39%[inhibitor],-15%,-1%,3%
GLP1R inv ag,-25%,?,-5%,25%,?,7%,-23%,18%

[33] COc1ccc(CNC(=O)C2CCCN2S(=O)(=O)c2ccc(S(=O)(=O)N(C)C)cc2)cc1 (configuration not stated)
[34] CCOc1ccc(-c2ccc(NS(=O)(=O)c3ccc([N+](=O)[O-])cc3)cc2)nn1
[35] Nc1[nH]c(N=NC(=O)c2ccccc2)c2ccccc12
[36] CC(=O)Nc1ccc(S(=O)(=O)NCCC(=O)OCc2ccc([N+](=O)[O-])cc2)cc1
[37] COc1ccc2c(CC(=O)Nc3ccccc3OC)coc2c1
[38] O=C(Nc1cccc(C(F)(F)F)c1)C1CCN(S(=O)(=O)c2ccc(N3CCCC3=O)cc2)CC1
[39] COc1ccc2cc(CN(CC3CCCO3)C(=O)Nc3ccccc3)c(=O)[nH]c2c1 (configuration not stated)
[40] O=C(Nc1sc2c(c1C(=O)N1CCCCC1)CCCC2)c1ccccc1Cl

assay / entry,33,34,35,36,37,38,39,40
HEK293 tox,-7%,1%,-2%,-2%,-6%,-3%,-13%,11%
Abeta yeast res,4%,-1%,9%,-18%,3%,-10%,-7%,-10%
pAkt inh,i,i,i,i,i,i,i,.
FUS suppressor,13%,-4%,.,11%,5%,27%,9%,36%
aSyn yeast inh,-3%,5%,9%,2%,12%,0%,1%,.
Mm-Cpn inhibitor,0%,1%,-2%,1%,0%,0%,-16%,.
PTHR1 agonist,-32%[inhibitor],i,i,-28%,-13%,-19%,i,-22%
TDP-43 yeast inh,0%,1%,8%,2%,17%,16%,0%,27%
GLP1R inv ag,3%,4%,12%,2%,-8%,?,-20%,?

[41] CCOc1ccc(CCNC(=O)COC(=O)c2n[nH]c3ccccc23)cc1OCC
[42] O=[N+]([O-])c1ccc(CNc2cccc(Cl)c2)s1
[43] CCCC(=O)Nc1nc(C)c(C(C)=O)s1
[44] Cc1ccc(S(=O)(=O)N2CCC(=O)N(CCO)CC2)cc1
[45] O=C(O)c1cc(-c2ccccc2)n(-c2ccc(Cl)cc2Cl)n1
[46] O=C(CCC1CCCCC1)Nc1ccccc1C(=O)N1CCOCC1
[47] CN(C(=O)c1cccnc1)c1nnc(-c2ccccn2)s1

assay / entry,41,42,43,44,45,46,47
HEK293 tox,-11%,?,-3%,-4%,8%,6%,-20%
Abeta yeast res,7%,11%,-18%,-19%,5%,6%,-3%
pAkt inh,i,i,i,i,i,i,i
FUS suppressor,-9%,14%,-14%,-13%,13%,-3%,13%
aSyn yeast inh,-3%,?,2%,-3%,11%,0%,-8%
Mm-Cpn inhibitor,.,0%,?,-1%,2%,-1%,1%
PTHR1 agonist,-4%,i,i,i,-18%,-9%,-16%
TDP-43 yeast inh,0%,18µM*,-12%[0.397 µM],7%,9%,5%,16%
GLP1R inv ag,29%,?,33%[activator],14%,-2%,3%,34%

Some of the entries so far, with each value named.
43) CCCC(=O)Nc1nc(C)c(C(C)=O)s1
- HEK293 tox = -3%
- Abeta yeast res = -18%
- pAkt inh = i
- FUS suppressor = -14%
- aSyn yeast inh = 2%
- Mm-Cpn inhibitor = ?
- PTHR1 agonist = i
- TDP-43 yeast inh = -12%[0.397 µM]
- GLP1R inv ag = 33%[activator]

42) O=[N+]([O-])c1ccc(CNc2cccc(Cl)c2)s1
- HEK293 tox = ?
- Abeta yeast res = 11%
- pAkt inh = i
- FUS suppressor = 14%
- aSyn yeast inh = ?
- Mm-Cpn inhibitor = 0%
- PTHR1 agonist = i
- TDP-43 yeast inh = 18µM*
- GLP1R inv ag = ?

Compound activity: PubChem BioAssay, National Center for Advancing Translational Sciences (NCATS)

Only part of the results is shown (hit frequency here may not be typical).
